Screening data: PubChem BioAssay, National Center for Advancing Translational Sciences (NCATS)
Tb PGK inh: blocks T. brucei phosphoglycerate kinase; P07378; PGK/GAPDH coupled, Kinase-Glo luminescence, 60 min; Potency, µM (highest dose often 57.5 µM), for inactives: at the top dose activity change, negative = inhibition, most hits filed as inhibitors; 0.043% of 380,000 active; AID 602233; further: potency means the concentration at half of the fitted maximal effect; on the % scale 0 is the no-effect control and ±100 the full control effect; nearly all actives have a fitted effect of over 60% in size
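Recombinant glycosomal PGK reaction used 1,3-bisphosphoglycerate generated in-well by GAPDH (100nM final) in 100mM TEA pH 7.6, 5mM MgCl2, 0.01% Tween-20. After 60 minutes at room temperature, ATP was read by Kinase-Glo Plus luminescence end-point.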
APEX1 inh: APE1 (human) endonuclease inhibition; Potency, µM (series often up to 65.8 µM), without a hit: at the top dose activity change, negative = inhibition, most hits filed as inhibitors; P27695; recombinant APE1, TAMRA/BHQ-2 abasic DNA cleavage fluorescence; AID 2517; 0.35% of 350,000 active;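 further: potency means the concentration at half of the fitted maximal effect; plate controls were vehicle for no effect and reference inhibitor for full effect; nearly all actives have a fitted effect of over 55% in size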
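Compound pre-exposure to 0.75 nM APE1, 15 min at ambient temperature. Reaction initiated with 50 nM TAMRA/BHQ-2 THF substrate, read immediately in kinetic mode, 525 nm excitation, 598 nm emission.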
Apoferritin bind: candidate novel general anesthetic via apoferritin binding. 0.074% of 350,000 active. Potency, µM (titrated, usually from 77.5 µM), without a hit: at the top dose activity change, negative = displacement, hits mostly inhibitors. apoferritin/1-aminoanthracene competitive binding, fluorescence; further: potency means the concentration at half of the fitted maximal effect; on the % scale 0 is the no-effect control and ±100 the full control effect; nearly all actives have a fitted effect of over 20% in size
Target sequence (P02791 2-175 limits assumed): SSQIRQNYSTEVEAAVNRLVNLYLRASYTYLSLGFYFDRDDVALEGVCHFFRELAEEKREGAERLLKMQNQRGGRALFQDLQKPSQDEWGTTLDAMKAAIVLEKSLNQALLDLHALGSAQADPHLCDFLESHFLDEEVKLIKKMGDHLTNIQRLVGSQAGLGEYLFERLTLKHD
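In PBS, apoferritin at 10 uM is loaded with 1-AMA from a 50% saturated solution. After 10 min of compound exposure at ambient temperature, reduced 535 nm fluorescence indicates probe displacement.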
BLM inh: inhibitors of human Bloom syndrome helicase BLM. P54132. recombinant BLM DNA unwinding, fluorescence dequenching. Potency, µM (doses to about 56.1 µM), without a hit: top-dose activity change, negative = inhibition, hits mostly inhibitors. 0.2% of 350,000 active. AID 2528;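 further: potency means the concentration at half of the fitted maximal effect; plate controls were vehicle for no effect and no enzyme for full effect; nearly all actives have a fitted effect of over 35% in size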
POLI inh: inhibitors of human DNA polymerase iota; Q9UNA4; Pol iota fluorescent replication assay, 10 min; Potency, µM (titrated, usually from 115 µM), for inactives: at the highest dose activity, negative = inhibition, actives largely listed as inhibitors; 1% of 390,000 active; further: potency means the concentration at half of the fitted maximal effect
Target sequence (Q9UNA4 whole entry, looked up): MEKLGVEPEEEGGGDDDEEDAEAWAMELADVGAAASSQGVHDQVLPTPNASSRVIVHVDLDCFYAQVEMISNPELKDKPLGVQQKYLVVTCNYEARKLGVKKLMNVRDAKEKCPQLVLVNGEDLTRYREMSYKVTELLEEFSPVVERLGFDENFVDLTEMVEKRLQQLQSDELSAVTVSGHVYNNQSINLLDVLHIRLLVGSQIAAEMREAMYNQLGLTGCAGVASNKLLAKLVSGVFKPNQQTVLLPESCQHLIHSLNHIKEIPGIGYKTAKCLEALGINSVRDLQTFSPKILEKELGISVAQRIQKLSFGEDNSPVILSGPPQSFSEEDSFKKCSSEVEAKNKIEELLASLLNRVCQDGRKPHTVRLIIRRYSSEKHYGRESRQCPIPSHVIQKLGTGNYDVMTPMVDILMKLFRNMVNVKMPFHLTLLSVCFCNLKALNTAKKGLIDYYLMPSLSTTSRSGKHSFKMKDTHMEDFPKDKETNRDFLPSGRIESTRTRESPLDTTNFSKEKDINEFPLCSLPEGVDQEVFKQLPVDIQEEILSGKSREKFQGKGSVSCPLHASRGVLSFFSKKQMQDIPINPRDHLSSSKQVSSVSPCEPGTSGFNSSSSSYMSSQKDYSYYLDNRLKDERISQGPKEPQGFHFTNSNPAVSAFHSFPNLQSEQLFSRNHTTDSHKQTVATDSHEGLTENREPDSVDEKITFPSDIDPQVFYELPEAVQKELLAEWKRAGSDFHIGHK
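Fluorescent replication assay read twice, at 0 min and 10 min after adding 50 nM (final) substrate. Enzyme (10 nM) and compounds were first incubated 15 min at room temperature; enzyme-free buffer wells were negative controls.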
RXFP1 antag: RXFP1 (human) relaxin receptor antagonism; Q9HBX9; HEK293-RXFP1, relaxin-stimulated cAMP HTRF, 30 min; active compounds read low; activity change, negative = inhibition, % at 57.5 µM; 0.59% of 350,000 active;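 active means activity change of -60% or lower, but not beyond a set lower limit; inconclusive means change between -60% and -40%, or beyond the set limit; inactive means change above -40%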; further: on the % scale 0 is the no-effect control and ±100 the full control effect
POLK inh: inhibitors of human DNA polymerase kappa; Q9UBT6; purified Pol kappa, fluorescent DNA synthesis assay, 10 min; Potency, µM (doses to about 107 µM), inactives show top-dose activity, negative = inhibition, hits mostly inhibitors; 0.53% of 400,000 active; AID 588579; further: potency means the concentration at half of the fitted maximal effect; on the % scale 0 is the no-effect control and ±100 the full control effect
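Readout: fluorescence, taken kinetically at 0 and 10 min. Conditions: 10 nM Pol kappa, 15 min RT compound preincubation, 50 nM substrate final. Controls: enzyme-free buffer wells.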
Pol beta inh: blocks human DNA polymerase beta activity; P06746; Pol beta primer extension/strand displacement, fluorescence kinetic; Potency, µM (titrated, usually from 114 µM), for inactives: top-dose activity change, negative = inhibition, actives largely listed as inhibitors; 1.3% of 340,000 active; AID 485314; further: potency means the concentration at half of the fitted maximal effect; on the % scale 0 is the no-effect control and ±100 the full control effect
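Curves were derived by four-parameter Hill fits of normalized qHTS data. The kinetic fluorescent primer-extension read was taken at 0 and 10 min after 50 nM substrate, following a 15 min room-temperature preincubation of 10 nM enzyme with compounds.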
POLH inh: DNA polymerase eta (human) inhibition. recombinant Pol eta, fluorescent DNA replication assay. Potency, µM (series often up to 114 µM), for the others: at the highest dose activity change, negative = inhibition, actives largely listed as inhibitors. 1.2% of 390,000 active. AID 588591; further: potency means the concentration at half of the fitted maximal effect; on the % scale 0 is the no-effect control and ±100 the full control effect
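Pol eta at 10 nM preincubated with compounds 15 min at room temperature; reaction started with fluorescent substrate (50 nM final) and read kinetically at 0 and 10 min.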
The depositor's hits bear a star; i = inactive; ? = inconclusive; / = not tested or not shown; & = joins results of further samples; [ ] = remark or other dose. Unless noted, the call rests on the fitted dose curve; in most records, active means well fitted curve in the direction sought with a large enough effect; inconclusive means small, poorly fitted or top-dose-only effect, or another doubt; inactive means no such curve, though single readings can be large; an effect the other way counts as inactive or inconclusive.

Fields – Tb PGK inh	APEX1 inh	Apoferritin bind	BLM inh	POLI inh	RXFP1 antag	POLK inh	Pol beta inh	POLH inh
1: COc1cc(OC)cc(C(=O)N[C@H](C(=O)Nc2ccc3c(c2)OCO3)C(C)C)c1
  3%	-3%	-22%	-5%	105%[activator]	-1	-11%	5%	-2%
2: CC(C)NC(=O)NC(=O)COc1cccc2c1OC(C)(C)C2
  -4%	4%	-15%	-2%	12%	/	-3%	8%	-8%
3: Cc1ccc(C(=O)Nc2ccccc2)cc1S(=O)(=O)Nc1ccc(Br)cc1
  i	/	-12%	-11%	0%	-33	-15%	1%	-8%
4: CCOc1ccccc1N1CC(c2nc3ccccc3n2CCOc2ccc(C(C)(C)C)cc2)CC1=O (stereo not given)
  -6%	/	47%[activator]	-16%	-10%	-18	-26%	-29%	-15%
5: N#CCCn1cc(/C=N/NC(=O)c2ccncc2)c(-c2ccccc2)n1
  -9%	-3%	3%	-2%	?	0	1%	-13%	-3%
6: CCN(CC(=O)NCc1ccc(Cl)cc1)C(=O)/C=C/c1ccc(C#N)cc1
  -4%	-5%[12.4 µM]	2%	0%	41%[activator]	8	-2%	0%	-17%
7: Cc1ccc2[nH]c(=O)c(CN(Cc3nnnn3Cc3ccccc3)C3CCCC3)cc2c1
  -9%	12%	-5%	-2%	-2%	11	1%[60.1 µM]	5%	-1%
8: O=C(N/N=C/c1cc([N+](=O)[O-])cc([N+](=O)[O-])c1O)/C(=C\c1cccs1)NC(=O)c1ccccc1
  -3%	5%	0%	-1%	32%[activator]	?	-28%	-1%	-7%
9: COCCCNC(=O)c1ccc(-c2csc(C)n2)cc1
  -2%	-4%	-5%	-3%	120%[activator]	-4	-12%	0%	10%
10: COC(=O)c1ccc(OCCN2CCCCCC2)cc1
  i	23%	-5%	3%	20%	-7	8%	61%	-8%
11: Cc1ccc(S(=O)(=O)N2CCC(n3nnc4cc(C)ccc43)CC2)cc1
  /	4%	0%	-1%	7%	12	-8%	-1%	-9%
12: CSCCCc1cn([C@@H](CO)C(=O)NCCCCCCCCCCC(=O)N2CCNCC2)nn1
  -8%	25%	/	/	-14%	/	2%	/	-5%
13: CC(OC(=O)C1CC(=O)N(Cc2ccccc2)C1)C(=O)Nc1ccc(F)cc1Cl (stereo not given)
  10%	-3%	/	/	18%	9	-2%	/	-24%
14: CCOC(=O)C(CO)(NC(C)=O)C(=O)OCC
  5%	-2%	-6%	2%	9%	-2	0%	22%	-3%
15: O=C(CCc1nnc(CCCc2ccccc2)o1)NCCc1ccco1
  -10%	0%	-13%	-5%	20%	-5	2%[60.1 µM]	-4%	-18%
16: O=C(CCCn1c(SCC(=O)NCC2CCCO2)nc2ccccc2c1=O)NCc1ccccc1 (stereo not given)
  5%	4%	-12%	2%	19%	2	-2%	0%	3%
17: CCc1cc(C(=O)NCC(c2ccc(OC)cc2)N2CCOCC2)sc1C (stereo not given)
  -6%	-5%	/	/	12%	-5	-15%	/	?
18: O=C(NNC(=O)c1ccc(Oc2cc(Cl)cc(Cl)c2)o1)c1ccccc1
  -4%	8%	?	-2%	-10%	-4	-31%	-1%	-12%
19: c1cn(CCCNC2=NCCCCC2)cn1
  3%	2%	-7%	2%	5%	-5	-8%	19%	1%
20: NC(=O)CSc1oc(-c2cccs2)nc1S(=O)(=O)c1ccccc1
  -10%	5%	-13%	1%	9%	-7	-6%	0%	?
21: OCCN(CCCn1c(-c2ccncc2)nc2ccccc21)c1nc(CN2CCCCC2)cs1
  -5%	7%	-14%	-8%	27%	/	-9%	-1%	-12%
22: NS(=O)(=O)c1ccc(N/N=C/c2ccc[nH]2)c([N+](=O)[O-])c1
  0%	-9%	-8%	-9%	13%	-10	-12%	1%	-4%
23: CC(NC(=O)Nc1ccc(Br)cc1)C(C)(C)C (stereo not given)
  /	-4%	?	-1%	4%	-6	-10%	?	-11%
24: COc1ccc(NC(=O)CSc2nnnn2C2CCCCC2)c(OC)c1
  -11%	5%	0%	-5%	2%	-5	2%	27%	-3%
25: O=C(Cn1cc(C(=O)C(F)(F)F)c2ccccc21)NCc1ccco1
  -4%	-8%	-11%	-2%	9%	-7	-20%	2%	-1%
26: CN(C(=O)COC(=O)c1ccc(Br)c([N+](=O)[O-])c1)c1c(N)n(Cc2ccccc2)c(=O)[nH]c1=O
  -2%	39%[activator]	/	/	11%	-4	-3%	/	-6%
27: CCOc1ccc(NC(=O)CC2C(=O)N(c3ccc(OC)cc3)C(=O)N2C2CCCCC2)cc1 (stereo not given)
  0%	/	-8%	-6%	38%[activator]	/	-7%	20%	-15%
28: Cc1c(C(=O)OC(C)CCN(C)C)oc2ccccc12 (stereo not given)
  4%	-2%	-11%	-8%	42%[activator]	-11	4%	21%	-4%
29: O=C(/C=C/c1ccc(OC(F)F)cc1)Nc1cccc(S(=O)(=O)N2CCOCC2)c1
  -6%	-3%	-16%	-12%	42%[activator]	-11	-7%	20%	-9%
30: c1ccc(CSc2nnc(NC3=NCCCCC3)s2)cc1
  -1%	-7%	?	0%	5%	4	-1%	3%	-7%

Other compounds follow.
Fields – Tb PGK inh	APEX1 inh	Apoferritin bind	BLM inh	POLI inh	RXFP1 antag	POLK inh	Pol beta inh	POLH inh
31: O=C(CCNC(=O)c1ccc([N+](=O)[O-])cc1)Nc1ccccc1N1CCCC1
  i	44%[activator]	-10%	-3%	12%	-21	-2%	-1%	-21%
32: Cc1c(Cl)c(C(F)(F)F)nn1CC(=O)N1CCSCC1
  -1%	-1%	-2%	-14%	2%	1	-16%	-20%	-10%
33: COc1ccc(C)cc1S(=O)(=O)N(CC(=O)Nc1cccc([N+](=O)[O-])c1)c1ccc(C)cc1
  -3%	10%	-11%	-2%	201%[activator]	-4	-7%	-11%	-22%
34: CC(C)(C)C(=O)NCCc1nc2ccccc2n1CCCCOc1ccccc1
  13%	/	-11%	1%	?	-7	-22%	13%	-17%
35: Cc1ccc(Sc2cc(C)nc(-c3ccccn3)n2)cc1
  i	-1%	0%	1%	26%	-17	-4%	19%	-5%
36: CC1CCCN(C(=O)Cn2cnc3c2c(=O)n(C)c(=O)n3C)C1 (stereo not given)
  1%	20%	-5%	0%	28%	-1	-1%	25%	5%
37: CCN(CC(=O)Nc1ccccc1OC)C(=O)CSCc1c(C)noc1C
  -5%	9%	0%	-1%	52%[activator]	-3	-8%	1%	-8%
38: Cc1ccc(C)c(N2CCN(C(=O)C3CCCN(S(=O)(=O)c4cccc5nonc45)C3)CC2)c1 (stereo not given)
  i	/	-18%	-8%	11%	/	-20%	-1%	-11%
39: COc1ccc(NC(=S)N(CCCN2CCCCC2)Cc2cccs2)cc1
  0%	2%	-8%	0%	127%[activator]	-12	-4%	24%	-2%
40: COc1ccc(OCC(=O)Nc2ccc(S(=O)(=O)N3CCN(C)CC3)cc2)cc1
  0%	0%	?	-3%	90%[activator]	4	6%	-7%	-8%
41: O=C(CSc1nnc(-c2ccncc2)n1-c1ccc(Cl)cc1)Nc1ccc(C(=O)O)cc1
  -4%	-3%	1%	0%	35%[activator]	4	3%	0%	-2%
42: O=C(Cn1c(=O)c2sccc2n(CC(=O)Nc2ccc(Cl)cc2Cl)c1=O)NCCc1ccccc1
  -5%	/	26%	-7%	-3%	-2	12%	12%	-10%
43: C(=C\c1ccccc1)/C=N/Nc1nncc(-c2ccccc2)n1
  /	5%	-3%	-4%	/	/	/	3%	/
44: Cc1ccccc1Cn1c(-c2cccs2)nc2ccccc21
  0%	/	-5%	-6%	11%	-33	-15%	-8%	-6%
45: C/C(=N\N=C1/NC(=O)C(C)S1)c1ccco1 (stereo not given)
  -2%	-1%	-3%	2%	160%[activator]	4	-11%	-20%	-7%
46: COc1ccc(C2=C(CN(C)C)C(c3ccccc3)c3ccccc3O2)cc1 (stereo not given)
  2%	-2%&-5%	-13%&1%	-5%&0%	-4%	?	-16%	4%&9%	-18%
47: CCc1nnc(NC(=O)COc2ccccc2[N+](=O)[O-])s1
  -11%	-1%	-2%	0%	-1%	4	-9%	1%	-5%
48: COCCn1c(SCC(=O)NNC(=O)c2ccc(OC)c(OC)c2)nc2ccccc2c1=O
  7%	-3%	-14%	-2%	95%[activator]	-13	-5%	15%	-7%
49: COc1ccc(/C=N/NC(=O)COc2cccc3cccnc23)cc1OC
  -8%	-2%	-11%	30%	?	3	?	?	?
50: COc1ccc2[nH]c(=O)c(CN(C(=O)COc3ccccc3)C(C)C)cc2c1
  1%	6%	-7%	-1%	24%	-3	1%	-19%	-20%
51: CCCC(=O)Nc1ccccc1N1CCN(C(=O)c2ccccc2)CC1
  i	-3%	-14%	-5%	12%	-14	4%	23%	-12%
52: CCn1nc(C(=O)NCCc2ccc3c(c2)OCCO3)c2ccccc2c1=O
  7%	3%	/	/	40%[activator]	-7	-9%	/	-11%
53: CCCCNC(=O)CCc1nc2cccnc2n1Cc1ccc(OC)cc1
  i	5%	-3%	-3%	-4%	-10	-1%	1%	1%
54: O=C(CNC(=O)Cc1ccccc1)N=Nc1c(O)[nH]c2ccc(Br)cc12
  -10%	51%[activator]	-21%	1%	47%[activator]	-12	-9%	?	-22%
55: CCCc1cc(=O)[nH]c(SCC(=O)N2CCc3ccccc3C2)n1
  -6%	-9%	/	/	-16%	-2	-1%	/	2%
56: O=c1c(Cc2ccc(F)cc2)c(O)ccn1Cc1cccc(Cl)c1
  -1%	-1%	2%	-7%	-13%	-5	3%	13%	-16%
57: CN(C)CCCNC(=O)C[C@H]1C[C@H](C(=O)N2CCOCC2)[C@@]2(C)c3[nH]c4ccc(Cl)cc4c3CCN2C1=O
  i	-25%	/	/	1%	/	-2%	/	-11%

Reprinted at random: 2 compounds from above
Fields – Tb PGK inh	APEX1 inh	Apoferritin bind	BLM inh	POLI inh	RXFP1 antag	POLK inh	Pol beta inh	POLH inh
28: Cc1c(C(=O)OC(C)CCN(C)C)oc2ccccc12 (stereo not given)
  4%	-2%	-11%	-8%	42%[activator]	-11	4%	21%	-4%
56: O=c1c(Cc2ccc(F)cc2)c(O)ccn1Cc1cccc(Cl)c1
  -1%	-1%	2%	-7%	-13%	-5	3%	13%	-16%

Not all compounds are listed (hit frequency here may not be typical).
